Source: PubChem (National Center for Advancing Translational Sciences (NCATS))
TDP1 cell CPT: growth inhibition of DT40 Tdp1-/-;hTDP1 cells with camptothecin (screen for TDP1 inhibitors). chicken DT40 Tdp1-/-;hTDP1 cells + 20 nM CPT, ATP luminescence, 48 h. Potency, µM (doses to about 46.2 µM), for inactives: at the highest dose activity change, negative = growth inhibition, usual class: inhibitors. 12% of 420,000 active; note: nearly all actives have a fitted effect of over 55% in size
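Cell growth measured by CellTiter-Glo luminescence after a minimum 48 h, 37 C compound exposure with 20 nM CPT in Tdp1-knockout DT40 cells stably expressing hTDP1, seeded 400/well; qHTS titration format.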
TDP1 cell noCPT: qHTS for Inhibitors of human tyrosyl-DNA phosphodiesterase 1 (TDP1): qHTS in cells in absence of CPT | DT40 Tdp1-/- hTDP1 cells, no CPT, ATP luminescence, 48 h | Potency, µM (titrated, usually from 46.2 µM), for inactives: top-dose activity change, negative = growth inhibition, actives largely listed as inhibitors | 15% of 420,000 active; note: nearly all actives have a fitted effect of over 55% in size
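Growth of hTDP1-complemented DT40 Tdp1-knockout cells is measured by ATP luminescence after at least 48 hr compound exposure at 37 °C, with DMSO substituting for the 20 nM CPT used in the parallel screen.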
TDP1 inh: blocks human tyrosyl-DNA phosphodiesterase 1. recombinant TDP1, AlphaScreen DNA substrate cleavage. Q9NUW8. 0.28% of 350,000 active. Potency, µM (doses to about 130 µM), without a hit: at the top dose activity change, negative = inhibition, hits mostly inhibitors; note: nearly all actives have a fitted effect of over 40% in size
Target sequence (Q9NUW8 whole entry, looked up): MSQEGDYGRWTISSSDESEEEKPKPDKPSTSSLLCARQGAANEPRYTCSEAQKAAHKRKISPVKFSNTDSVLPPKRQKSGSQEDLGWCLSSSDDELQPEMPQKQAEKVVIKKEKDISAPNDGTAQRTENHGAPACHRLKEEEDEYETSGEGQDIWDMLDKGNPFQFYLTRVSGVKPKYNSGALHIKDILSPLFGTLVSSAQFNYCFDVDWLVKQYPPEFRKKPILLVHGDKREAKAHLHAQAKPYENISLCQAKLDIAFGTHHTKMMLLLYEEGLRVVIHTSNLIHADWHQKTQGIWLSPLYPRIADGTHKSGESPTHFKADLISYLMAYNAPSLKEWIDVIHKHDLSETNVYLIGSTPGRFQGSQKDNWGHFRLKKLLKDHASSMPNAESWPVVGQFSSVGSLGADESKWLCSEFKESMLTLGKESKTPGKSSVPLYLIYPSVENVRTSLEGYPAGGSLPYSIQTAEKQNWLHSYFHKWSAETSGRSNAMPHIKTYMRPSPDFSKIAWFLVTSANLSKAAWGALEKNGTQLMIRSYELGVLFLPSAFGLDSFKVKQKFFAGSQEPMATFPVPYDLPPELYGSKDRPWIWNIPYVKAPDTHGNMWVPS
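Compounds were preincubated with Tdp1 (1 nM final) for 15 min at room temperature before substrate (15 nM final) started a 5 min reaction; beads (10 ug/ml final) were then added for 10 min before AlphaScreen detection.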
An asterisk follows results filed as active; ? = inconclusive; / = no result given; & = joins results of further samples; ! = not active in a repeat; [ ] = another dose, or the depositor's remark. Calls come from the whole dose curve; as a rule, active = well fitted curve in the direction sought with a large enough effect; inconclusive = small, poorly fitted or top-dose-only effect, or another doubt; inactive = no such curve, though single readings can be large; an effect the other way counts as inactive or inconclusive. % is set by controls: 0 for no effect and ±100 for the full control effect; potency is the fitted concentration of half-maximal effect. The list is partial. The share of hits here may be higher or lower than overall.

> Cc1ccc(-c2nc3ccccc3c(=O)n2-c2ccc(O)cc2)cc1
  TDP1 cell CPT: 2.6µM*	TDP1 cell noCPT: 4.1µM*	TDP1 inh: 5%

> COP(=O)(OC)C(Nc1ccccc1)c1ccccc1 (stereo unspecified)
  TDP1 cell CPT: -15%	TDP1 cell noCPT: 3%	TDP1 inh: 5%

> COc1cccc(NP(=O)(Oc2ccccc2Cl)Oc2ccccc2Cl)c1
  TDP1 cell CPT: ?	TDP1 cell noCPT: 18µM*	TDP1 inh: -8%

> Oc1ccc2[nH]cc(CCCCN3CC=C(c4ccccc4)CC3)c2c1
  TDP1 cell CPT: 27µM*	TDP1 cell noCPT: 17µM*	TDP1 inh: 23%[56.1 µM]

> c1ccc(CN2CCNCC2)cc1
  TDP1 cell CPT: 11%[166 µM]	TDP1 cell noCPT: -8%[166 µM]	TDP1 inh: /

> COc1ccc(C)cc1NC(=O)N(Cc1ccc2c(c1)OCO2)C1CCN(Cc2ccccc2)CC1
  TDP1 cell CPT: ?	TDP1 cell noCPT: 5.2µM*	TDP1 inh: 2%

> Cn1c(O)c(C(c2ccncc2)c2c(O)n(C)c(=S)n(C)c2=O)c(=O)n(C)c1=S
  TDP1 cell CPT: -9%	TDP1 cell noCPT: 2%	TDP1 inh: -7%

> CCc1nc2ccc(C(=O)NCCN3CCNC3=O)cn2c1N(CC)Cc1cccc(Br)c1
  TDP1 cell CPT: ?	TDP1 cell noCPT: ?	TDP1 inh: /

> Cc1c(N=Nc2c(O)[nH]c(=O)[nH]c2=O)c(=O)n(-c2ccccc2)n1C
  TDP1 cell CPT: -2%	TDP1 cell noCPT: 1%	TDP1 inh: 10%

> Cc1ccc(C)c(NC(=S)NCCc2cnc[nH]2)c1
  TDP1 cell CPT: 2%	TDP1 cell noCPT: -12%	TDP1 inh: /

> CC(C)CCCC1(C)C=Cc2c(O)c3c(c(CCC(C)C)c2O1)OC12C(CC4CC1C(C)(C)OC2(CCC(C)C(=O)O)C4O)C3=O (stereo unspecified)
  TDP1 cell CPT: -13%	TDP1 cell noCPT: -7%	TDP1 inh: 9%

> CCCCOP(=O)(OCCCC)/C(C#N)=C(/C)O
  TDP1 cell CPT: -2%	TDP1 cell noCPT: 2%	TDP1 inh: 1%

> Cc1ccc(/C=C/C(=O)C2C(=O)c3ccccc3C2=O)cc1
  TDP1 cell CPT: 16µM*	TDP1 cell noCPT: ?	TDP1 inh: 8%

> COc1ccc(NS(=O)(=O)c2ccc3c(c2)oc(=O)n3C)cc1Cl
  TDP1 cell CPT: 13µM*!	TDP1 cell noCPT: 16µM*	TDP1 inh: -2%

> CC(=O)NC1CC2CCCC(C1)N2 (stereo unspecified)
  TDP1 cell CPT: -5%	TDP1 cell noCPT: 5%	TDP1 inh: 2%

Entries of single compounds as entered above.
COP(=O)(OC)C(Nc1ccccc1)c1ccccc1 (stereo unspecified) as listed: TDP1 cell CPT = -15%; TDP1 cell noCPT = 3%; TDP1 inh = 5%
Cc1ccc(/C=C/C(=O)C2C(=O)c3ccccc3C2=O)cc1 as listed: TDP1 cell CPT = 16µM*; TDP1 cell noCPT = ?; TDP1 inh = 8%

The listing picks up with the four entries that preceded the break.
> CCCCOP(=O)(OCCCC)/C(C#N)=C(/C)O
  TDP1 cell CPT: -2%	TDP1 cell noCPT: 2%	TDP1 inh: 1%

> Cc1ccc(/C=C/C(=O)C2C(=O)c3ccccc3C2=O)cc1
  TDP1 cell CPT: 16µM*	TDP1 cell noCPT: ?	TDP1 inh: 8%

> COc1ccc(NS(=O)(=O)c2ccc3c(c2)oc(=O)n3C)cc1Cl
  TDP1 cell CPT: 13µM*!	TDP1 cell noCPT: 16µM*	TDP1 inh: -2%

> CC(=O)NC1CC2CCCC(C1)N2 (stereo unspecified)
  TDP1 cell CPT: -5%	TDP1 cell noCPT: 5%	TDP1 inh: 2%

> CC1(C)CN(S(=O)(=O)OCC(Cl)(Cl)Cl)C(=O)N1
  TDP1 cell CPT: -1%	TDP1 cell noCPT: -6%	TDP1 inh: /

> CCc1ccccc1NC(=O)c1cccn(Cc2ccccc2F)c1=O
  TDP1 cell CPT: -10%	TDP1 cell noCPT: -1%	TDP1 inh: 0%

> COC1=C[C@@H]2C3=C([C@@H]2C1=O)[C@@H](NC(C)=O)CCc1cc(OC)c(OC)c(OC)c13
  TDP1 cell CPT: -4%	TDP1 cell noCPT: -19%	TDP1 inh: /

> CCOP(=O)(OCC)c1nc(-c2cccc3ccccc23)oc1N1CCCCC1
  TDP1 cell CPT: 21µM*	TDP1 cell noCPT: ?	TDP1 inh: -1%

> Cc1cccc(-n2c(/C=C/c3ccccn3)nc3ccccc3c2=O)c1
  TDP1 cell CPT: 23µM*	TDP1 cell noCPT: ?	TDP1 inh: -20%

> CN1CCCN(C(=O)COc2ccc(Br)cc2)CC1
  TDP1 cell CPT: 9%	TDP1 cell noCPT: 9%	TDP1 inh: 0%

> COc1cc(C(=O)NC(=S)N2C[C@H]3C[C@H](C2)c2cccc(=O)n2C3)cc(OC)c1OC
  TDP1 cell CPT: -1%	TDP1 cell noCPT: -29%	TDP1 inh: /

> CC(CC(C#N)(c1ccccc1)c1ccccc1)N1CCCCC1 (stereo unspecified)
  TDP1 cell CPT: 14%	TDP1 cell noCPT: -4%	TDP1 inh: /

> C[C@@H]1CN([C@H](C)CO)C(=O)c2cc(NC(=O)Nc3ccc(C(F)(F)F)cc3)ccc2O[C@H]1CN(C)S(=O)(=O)c1cccs1
  TDP1 cell CPT: ?	TDP1 cell noCPT: ?	TDP1 inh: 3%

> O=C(CN1CCCC2CCCCC21)c1ccc(I)cc1 (stereo unspecified)
  TDP1 cell CPT: -6%	TDP1 cell noCPT: -2%	TDP1 inh: /

> CN1CC(C(=O)c2ccc([N+](=O)[O-])cc2)C(c2ccc(Cl)cc2)C1 (stereo unspecified)
  TDP1 cell CPT: ?	TDP1 cell noCPT: ?	TDP1 inh: /

> Cc1ccc(C)c(Cn2c(C(=O)O)c(C=O)c3ccccc32)c1
  TDP1 cell CPT: -1%	TDP1 cell noCPT: 0%	TDP1 inh: 1%

> COc1cccc(-n2c(/C=C/c3ccccc3O)nc3ccccc3c2=O)c1
  TDP1 cell CPT: ?	TDP1 cell noCPT: 26µM*	TDP1 inh: -1%[12.3 µM]

> CCC1(c2ccccc2)C(=O)NC(=O)NC1=O
  TDP1 cell CPT: 3%&-7%	TDP1 cell noCPT: 1%&-2%	TDP1 inh: 1%&6%

> CCCCCCCCC(c1nc2cc(C)c(C)cc2[nH]1)n1c(=O)c(-c2ccccc2Br)nc2ccccc21 (stereo unspecified)
  TDP1 cell CPT: -23%	TDP1 cell noCPT: ?	TDP1 inh: /

> COc1cccc(C(=O)NCc2nc(-c3cccc(NC(=O)c4ccoc4C)c3)oc2C)c1OC
  TDP1 cell CPT: ?	TDP1 cell noCPT: 6.5µM*	TDP1 inh: /

> CCN(CC)C(=O)c1ccc(NC(=O)c2cc(-n3cnnc3)ccc2Cl)cc1
  TDP1 cell CPT: -6%	TDP1 cell noCPT: -6%	TDP1 inh: -7%

> CCCC[N+]12CCC(CC1)C(C(=O)c1cccs1)C2 (stereo unspecified)
  TDP1 cell CPT: -8%	TDP1 cell noCPT: -23%	TDP1 inh: 0%

> C[C@H](NC(=O)CCC(=O)N1C[C@H]2C[C@H](C1)c1cccc(=O)n1C2)c1ccccc1
  TDP1 cell CPT: 10%	TDP1 cell noCPT: 5%	TDP1 inh: /

> Cc1ccccc1[N+](=O)[O-]
  TDP1 cell CPT: -4%	TDP1 cell noCPT: 10%	TDP1 inh: 1%&7%

> O=C1NC(=O)C(CCc2ccccn2)(Cc2ccc3c(c2)OCO3)C(=O)N1CCc1ccccc1 (stereo unspecified)
  TDP1 cell CPT: ?	TDP1 cell noCPT: ?	TDP1 inh: 2%

> Clc1ccc2c(N3CCNCC3)ccnc2c1
  TDP1 cell CPT: 10%	TDP1 cell noCPT: -25%	TDP1 inh: 4%

> O=C1NC(=O)C(Nc2ccccc2)C(=O)N1
  TDP1 cell CPT: -2%	TDP1 cell noCPT: -11%	TDP1 inh: /

> CCC1C(C#N)=C(N)Oc2c1c(=O)oc1ccccc21 (stereo unspecified)
  TDP1 cell CPT: -1%	TDP1 cell noCPT: 21%	TDP1 inh: /

> C=C(C=O)C[C@@H]1C[C@H](O)C2OC3C[C@]4(C)OC5/C=C\CC6OC7C(CC=CCC6OC5CCCC4OC3CC2O1)OC1CC2OC3CC(=O)OC3C[C@@H](C)C[C@@]2(C)OC1C[C@@H]7C (stereo partly specified)
  TDP1 cell CPT: 0.65µM*	TDP1 cell noCPT: 0.58µM*	TDP1 inh: 0%&1%

> COc1ccc(CCC(=O)NCCc2cnc[nH]2)cc1
  TDP1 cell CPT: 7%	TDP1 cell noCPT: 10%	TDP1 inh: /

> COc1ccc(CCNC(=O)C(=O)NCC2OCCN2S(=O)(=O)c2ccc(Cl)cc2)cc1 (stereo unspecified)
  TDP1 cell CPT: ?	TDP1 cell noCPT: ?	TDP1 inh: /

> COC(=O)C1=C(c2c(C)noc2C)C[C@@H]2CC[C@H]1N2C(=O)NC1CC1
  TDP1 cell CPT: 14%	TDP1 cell noCPT: 1%	TDP1 inh: 1%

> Cc1ccnc(-n2c(C)cc(/C=C3\C(=O)NC(=S)N(C)C3=O)c2C)c1
  TDP1 cell CPT: ?	TDP1 cell noCPT: ?	TDP1 inh: -3%

> CC(Cc1ccccc1)[n+]1cc(/N=C(\[O-])N(C)C)on1 (stereo unspecified)
  TDP1 cell CPT: -7%	TDP1 cell noCPT: 3%	TDP1 inh: -3%

Another view of five compounds above.
Order of values – TDP1 cell CPT	TDP1 cell noCPT	TDP1 inh
> C=C(C=O)C[C@@H]1C[C@H](O)C2OC3C[C@]4(C)OC5/C=C\CC6OC7C(CC=CCC6OC5CCCC4OC3CC2O1)OC1CC2OC3CC(=O)OC3C[C@@H](C)C[C@@]2(C)OC1C[C@@H]7C (stereo partly specified)
    0.65µM*	0.58µM*	0%&1%
> COc1ccc(CCC(=O)NCCc2cnc[nH]2)cc1
    7%	10%	/
> COc1ccc(CCNC(=O)C(=O)NCC2OCCN2S(=O)(=O)c2ccc(Cl)cc2)cc1 (stereo unspecified)
    ?	?	/
> COC(=O)C1=C(c2c(C)noc2C)C[C@@H]2CC[C@H]1N2C(=O)NC1CC1
    14%	1%	1%
> Cc1ccnc(-n2c(C)cc(/C=C3\C(=O)NC(=S)N(C)C3=O)c2C)c1
    ?	?	-3%

(list continues)
> CCn1c(=O)cc(OCC(=O)N2CCC3(CC2)OCCO3)c2ccccc21
  TDP1 cell CPT: -23%	TDP1 cell noCPT: ?	TDP1 inh: 3%

> Cc1nc2ccc(Nc3nc4cc(S(=O)(=O)N5CCOCC5)ccc4o3)cc2s1
  TDP1 cell CPT: 16µM*	TDP1 cell noCPT: 18µM*	TDP1 inh: 6%

> Cc1nnc(NC(=O)c2cccn(Cc3ccc(Cl)cc3)c2=O)s1
  TDP1 cell CPT: 2%	TDP1 cell noCPT: -17%	TDP1 inh: -1%

> CN[C@@H](C)[C@@H](O)c1ccccc1
  TDP1 cell CPT: -6%	TDP1 cell noCPT: 9%	TDP1 inh: /

> COc1ccc(C(=O)N2Cc3cnnn3-c3ccccc3C2C#N)cc1 (stereo unspecified)
  TDP1 cell CPT: -12%	TDP1 cell noCPT: -14%	TDP1 inh: /

> CN1C(=O)N(C)C(=O)C2(Sc3ccccc3C2=O)C1=O
  TDP1 cell CPT: ?	TDP1 cell noCPT: -16%	TDP1 inh: -1%

> CC(=O)Nc1cc(-c2cccc(C(=O)N(C)C)c2)cn2c(-c3cccc(C(F)(F)F)c3)cnc12
  TDP1 cell CPT: 18µM*	TDP1 cell noCPT: 16µM*	TDP1 inh: /

> COC(=O)C[C@]1(C(=O)OC)CN(C#N)N(c2ccc(Cl)cc2)C12c1ccccc1-c1ccccc12
  TDP1 cell CPT: 1µM*	TDP1 cell noCPT: 0.92µM*	TDP1 inh: /

> Cc1nc2ccccc2c(=O)n1-n1cnnc1
  TDP1 cell CPT: -11%	TDP1 cell noCPT: -1%	TDP1 inh: 0%

> CCn1ccnc1CN1CCCC(C(=O)c2ccc(OC)cc2OC)C1 (stereo unspecified)
  TDP1 cell CPT: ?	TDP1 cell noCPT: ?	TDP1 inh: 1%
